# CR mimetic SO = yeast age-related superoxide inhibition as caloric restriction mimetic; S. cerevisiae aged cells, superoxide DHE fluorescence; active compounds read low; superoxide response (% of plate mean), % at 10 µM; 0.18% of 330,000 active; AID 2690;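 active = superoxide response under a set limit, about three screen SD below normal, cut at about 65% in these data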;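 also: yeast aged for seven days with compound at 30 °C before DHE staining; 100% = average MFI of all compound-treated wells on the plate with controls excluded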
# GLD-1 TGE inh = GLD-1-TGE RNA interaction inhibition (C. elegans) | Q17339 | purified GLD-1 + fluorescein TGE RNA, fluorescence polarization | inhibition, % at 5.96 µM | 0.44% of 320,000 active | AID 2280;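 active = percent inhibition above a per-plate cutoff, the plate mean of test compounds plus 3 SD, cut at about 30% in these data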;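 also: 0% = DMSO wells with GLD-1 and probe and 100% = wells lacking GLD-1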
# Target sequence (Q17339 whole entry, looked up): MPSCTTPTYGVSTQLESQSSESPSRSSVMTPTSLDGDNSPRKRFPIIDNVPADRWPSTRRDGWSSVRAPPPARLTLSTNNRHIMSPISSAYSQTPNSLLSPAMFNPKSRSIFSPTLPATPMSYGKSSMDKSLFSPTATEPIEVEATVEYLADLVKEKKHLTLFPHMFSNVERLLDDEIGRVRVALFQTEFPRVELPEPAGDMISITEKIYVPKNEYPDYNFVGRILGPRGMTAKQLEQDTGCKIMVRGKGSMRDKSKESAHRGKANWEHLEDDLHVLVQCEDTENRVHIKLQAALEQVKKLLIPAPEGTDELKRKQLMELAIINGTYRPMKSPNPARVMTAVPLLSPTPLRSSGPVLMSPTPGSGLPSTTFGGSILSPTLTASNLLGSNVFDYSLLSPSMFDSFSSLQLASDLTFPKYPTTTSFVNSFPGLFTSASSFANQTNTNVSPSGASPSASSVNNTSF
# Efflux pump inh = antifungal efflux pump inhibition, Nile Red retention. AID 485275. inhibition, % at 10 µM. 0.44% of 330,000 active. S. cerevisiae Candida pump triplex;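 active = plate passing quality check with inhibition over a set limit, or well fluorescence over plate mean plus 4 SD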;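 also: Nile Red retained in pooled yeast measured as flow cytometry median fluorescence; 0% = buffer negative control and 100% = Enniatin B positive control; higher means more Nile Red kept so more efflux inhibition; some compounds called inactive have numbers as strong as hits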
# ZTA DNA inh = ZTA (EBV) inhibition in EBNA-1 counter-screen | 0.15% of 320,000 active | inhibition, % at 11 µM | ZTA-DNA binding, fluorescence polarization | P03206; in the data active = inhibition above about 33%
# Target sequence (P03206 whole entry, looked up): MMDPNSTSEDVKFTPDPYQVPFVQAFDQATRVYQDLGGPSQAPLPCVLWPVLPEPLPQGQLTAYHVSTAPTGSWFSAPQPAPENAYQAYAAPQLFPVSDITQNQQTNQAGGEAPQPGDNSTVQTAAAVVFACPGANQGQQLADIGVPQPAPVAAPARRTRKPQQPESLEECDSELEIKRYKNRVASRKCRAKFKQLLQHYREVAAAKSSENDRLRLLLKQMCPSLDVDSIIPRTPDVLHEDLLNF
# BCLXL inh = blocks human Bcl-xL binding to Bim BH3 peptide; GST-Bcl-xL / FITC-Bim BH3 peptide fluorescence polarization; AID 2129; 0.7% of 320,000 active; inhibition, % at 10.9 µM;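 active = inhibition above the mean of all tested compounds plus 3 SD, cutoff set per campaign, cut at about 30% in these data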;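 also: 0% = DMSO wells and 100% = unlabeled Bim-BH3 peptide competitor; inhibitors lower millipolarization by displacing the labeled peptide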
# MCL1-BIM inh = disrupts human MCL1 binding to BIM-BH3 peptide. Q07820. GST-MCL1 / FITC-Bim-BH3 fluorescence polarization. inhibition, % at 10.9 µM. 0.68% of 320,000 active. AID 2057;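 active = inhibition above the mean inhibition of all tested compounds plus 3 SD, set per campaign, cut at about 40% in these data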;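 also: 0% = DMSO wells and 100% = unlabeled Bim-BH3 peptide control; higher means more loss of mP so more displacement of Bim peptide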
# Target sequence (Q07820 whole entry, looked up): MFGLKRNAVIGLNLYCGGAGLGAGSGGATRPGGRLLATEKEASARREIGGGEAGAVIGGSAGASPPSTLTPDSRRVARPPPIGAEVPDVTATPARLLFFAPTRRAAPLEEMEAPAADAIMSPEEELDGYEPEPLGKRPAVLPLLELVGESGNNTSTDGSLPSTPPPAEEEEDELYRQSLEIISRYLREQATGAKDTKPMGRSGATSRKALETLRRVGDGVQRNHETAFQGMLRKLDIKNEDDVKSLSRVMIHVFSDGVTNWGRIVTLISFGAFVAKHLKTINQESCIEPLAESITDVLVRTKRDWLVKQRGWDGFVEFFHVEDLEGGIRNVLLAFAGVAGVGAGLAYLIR
# EBNA-1 inh = blocks EBNA-1 binding to DNA; 0.34% of 300,000 active; inhibition, % at 14.8 µM; EBNA-1 DNA binding, fluorescence polarization; in the data active = inhibition above about 28%
# MEX-5 binding = C. elegans MEX-5 TCR-2 RNA binding activity; activity score (negative = inhibition of binding), % at 10 µM; MEX-5/FITC-TCR2 RNA binding, fluorescence polarization; active compounds read low; 0.38% of 300,000 active;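 active = inhibition past about -25% in most replicates, and total fluorescence under double the plate's negative control median, limit read from the data; inconclusive = replicates evenly split on the limit, or fluorescence at least double controls; inactive = too little inhibition in most replicates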;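 also: 0% = DMSO and -100% = 5 µM competing unlabeled TCR2 RNA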
# Fam108B inh = blocks mouse Fam108B hydrolase in RBBP9 counter-screen; 0.33% of 300,000 active; inhibition, % at 9.51 µM; recombinant Fam108B, FP-Rh probe fluorescence polarization;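 active = inhibition above the screen mean inhibition plus 3 SD, computed separately per campaign, cut at about 18% in these data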;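 also: inhibitors lower polarization as less probe binds the enzyme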
# An asterisk follows results filed as active; ? = inconclusive; / = no result given; + = active, no number.
SMILES,CR mimetic SO,GLD-1 TGE inh,Efflux pump inh,ZTA DNA inh,BCLXL inh,MCL1-BIM inh,EBNA-1 inh,MEX-5 binding,Fam108B inh
O=C(Nc1ccccc1)NC1(C(=O)NCCCN2CCOCC2)CCCCC1,96,-1,-0.1,-8,6,2,14,/,1
CN(CC(=O)Nc1ccc(OC(F)(F)F)cc1)C(=O)C1CCC1,135,0,0.1,5,-9,-10,/,/,/
Cc1ccc(NCc2n[nH]c(=S)n2-c2ccccc2)cc1,87,11,0.2,-13,-1,-1,3,-1.5,2
Nc1ccc2nc(-c3cccc(-c4nc5ccc(N)cc5[nH]4)n3)[nH]c2c1,81,-1,-0.2,-22,10,13,5,?,13
CCCCNC(=S)Nc1ccc(F)cc1,97,6,-0.1,2,5,20,-4,0.0,0
NS(=O)(=O)c1ccc(NC(=O)/C=C/c2ccc(S(=O)(=O)NCc3ccco3)cc2)cc1,100,1,-0.1,8,2,6,3,0.1,-11
O=S(=O)(NC1CC2CCC1C2)c1ccc(Br)cc1 (centres undefined),147,-5,0.0,2,5,0,7,-3.0,-1
CCOC(=O)c1c(C(F)(F)C(F)(F)C(F)(F)C(F)(F)F)n[nH]c1C,108,5,-0.2,-13,4,1,-4,1.9,-7
CC(C)OCCCNC(=O)c1cccc(NC(=O)c2ccccc2)c1,103,8,0.2,0,1,-4,-7,-1.1,0
Cc1nc2ccccn2c1C(=O)Nc1ccc2c(c1)OCCO2,96,-1,0.0,2,4,7,-5,2.1,-3
CC(=O)Nc1ccc(S(=O)(=O)N2CCN(S(=O)(=O)N3CCCCC3)CC2)cc1,98,5,-0.2,2,12,6,6,-0.4,-1
CCOC(=O)CCn1nc(-c2ccc(C)cc2)c2ccccc2c1=O,102,2,0.1,7,6,2,5,-2.2,-1

# Some of the entries above, set out differently.
SMILES: O=S(=O)(NC1CC2CCC1C2)c1ccc(Br)cc1 (centres undefined)
- CR mimetic SO = 147
- GLD-1 TGE inh = -5
- Efflux pump inh = 0.0
- ZTA DNA inh = 2
- BCLXL inh = 5
- MCL1-BIM inh = 0
- EBNA-1 inh = 7
- MEX-5 binding = -3.0
- Fam108B inh = -1
SMILES: CCOC(=O)c1c(C(F)(F)C(F)(F)C(F)(F)C(F)(F)F)n[nH]c1C
- CR mimetic SO = 108
- GLD-1 TGE inh = 5
- Efflux pump inh = -0.2
- ZTA DNA inh = -13
- BCLXL inh = 4
- MCL1-BIM inh = 1
- EBNA-1 inh = -4
- MEX-5 binding = 1.9
- Fam108B inh = -7
SMILES: CC(C)OCCCNC(=O)c1cccc(NC(=O)c2ccccc2)c1
- CR mimetic SO = 103
- GLD-1 TGE inh = 8
- Efflux pump inh = 0.2
- ZTA DNA inh = 0
- BCLXL inh = 1
- MCL1-BIM inh = -4
- EBNA-1 inh = -7
- MEX-5 binding = -1.1
- Fam108B inh = 0

# (continued)
SMILES,CR mimetic SO,GLD-1 TGE inh,Efflux pump inh,ZTA DNA inh,BCLXL inh,MCL1-BIM inh,EBNA-1 inh,MEX-5 binding,Fam108B inh
O=C(O)c1ccccc1C(=O)N(Cc1ccccc1)Cc1ccccc1,93,-3,0.1,-5,4,9,-7,1.2,0
COc1ccc(C2=NN(C3=NN=C(N)Cc4ncnn43)C(O)(C(F)(F)F)C2)cc1 (centres undefined),99,2,-0.2,-3,-6,-4,8,0.6,4
COc1ccc(NC(=O)CCCC(=O)c2ccccc2)c(OC)c1,108,0,-0.1,-8,5,0,1,-1.2,4
CCC(NC(=O)CCc1c(C)c2cc3c4c(oc3cc2oc1=O)CCCC4)C(=O)O (centres undefined),114,-4,-0.1,15,5,1,4,1.4,-3
O=C(O)C1C2C=CC(C3CC23)C1C(=O)NCCc1ccccc1 (centres undefined),99,3,-0.3,-16,1,5,2,-1.5,0
CC1=C(C(=O)Nc2ccccc2)C(c2ccncc2)C(C#N)=C(SCC(=O)NC(C)C)N1 (centres undefined),105,4,-0.3,4,9,3,-5,4.7,-3
Cc1ccc(N2CC(C(=O)Nc3cc(C)ccc3F)CC2=O)cc1 (centres undefined),101,4,-0.3,-8,3,-4,4,0.7,-1
CCOC(=O)C1CCN(C(c2cc3c(C)ccc(C)c3[nH]c2=O)c2nnnn2C2CCCCC2)CC1 (centres undefined),75,-4,0.2,-4,-1,3,-4,/,0
CCOc1cc(N2CCOCC2)c(OCC)cc1NC(=O)c1oc2ccccc2c1C,93,7,0.0,18,9,3,10,0.7,6
CSc1ccccc1C(=O)NCCCn1ccnc1,106,6,0.1,2,4,13,6,1.2,-1
CCOC(=O)c1c(NC(=O)CC2SC(N)=NC2=O)sc(C)c1C (centres undefined),98,5,-0.1,10,0,-1,4,-0.9,2
COc1ccc(-c2nnc3sc(COc4ccc(C)cc4)nn23)cc1,88,4,-0.1,-9,2,2,4,0.0,-2
COc1ccc(/C=C(/NC(=O)c2ccccc2)C(=O)NCC2CCCO2)cc1 (centres undefined),98,-8,-0.1,-13,-4,-2,-13,4.2,2
CCc1cc(C(=O)Nc2ccccc2)cs1,108,6,0.2,5,-5,1,-5,-0.7,-7
CCN(CC(=O)NCCCN1CCOCC1)S(=O)(=O)c1ccc(F)cc1,94,-2,0.1,-8,4,10,-12,1.5,6
O=[N+]([O-])c1ccc(/C([O-])=C(/C(=S)Nc2ccccc2F)[n+]2ccccc2)cc1,101,3,-0.1,2,-2,3,3,-1.5,-2
O=C(CCCN1C(=O)CCC1=O)Nc1ccccc1F,112,-5,0.0,-5,4,9,-3,1.4,9
CCCCCCn1c(=O)[nH]c2nc3cc(N)ccc3nc2c1=O,84,187*,-0.1,-1,187*,+,-4,-49*,7
O=C(Nc1ccc2c(c1)OCO2)c1c(F)cccc1F,87,0,0.0,-4,-3,5,17,0.0,0
O=C(c1ccco1)N1N=C(c2ccco2)CC1c1ccc(Cl)cc1Cl (centres undefined),88,2,-0.3,4,2,-4,/,/,/
COc1ccc(-n2c3c(cc(C(=O)N4CCC(C)CC4)c2=O)C(=O)CC(C)(C)C3)cc1,109,1,0.4,-4,-2,-7,1,1.5,-5
COc1cc(-c2noc(C)c2/C=C/c2ccc(N)cc2)cc(OC)c1OC,95,0,0.3,6,6,6,6,-1.2,6
N#CC1=C(N)Oc2n[nH]c(-c3cccs3)c2C1C1C=CCCC1 (centres undefined),105,7,0.1,6,0,5,-14,0.5,-6
Cc1cc(C)nc(/N=C2\NC(=O)CC(C(=O)O)N2c2ccc(Cl)cc2Cl)n1 (centres undefined),108,-4,0.0,4,8,-5,-1,0.6,-1

# Gathered by group: the compounds so far with a CF3 group (3)
SMILES,CR mimetic SO,GLD-1 TGE inh,Efflux pump inh,ZTA DNA inh,BCLXL inh,MCL1-BIM inh,EBNA-1 inh,MEX-5 binding,Fam108B inh
CN(CC(=O)Nc1ccc(OC(F)(F)F)cc1)C(=O)C1CCC1,135,0,0.1,5,-9,-10,/,/,/
CCOC(=O)c1c(C(F)(F)C(F)(F)C(F)(F)C(F)(F)F)n[nH]c1C,108,5,-0.2,-13,4,1,-4,1.9,-7
COc1ccc(C2=NN(C3=NN=C(N)Cc4ncnn43)C(O)(C(F)(F)F)C2)cc1 (centres undefined),99,2,-0.2,-3,-6,-4,8,0.6,4

# (list continues)
SMILES,CR mimetic SO,GLD-1 TGE inh,Efflux pump inh,ZTA DNA inh,BCLXL inh,MCL1-BIM inh,EBNA-1 inh,MEX-5 binding,Fam108B inh
COc1ccc(NC(=S)Nc2cccc(S(=O)(=O)N3CCCCC3)c2)cc1,101,7,1.3,-7,5,5,-7,1.4,-1
O=C(Nc1ccc(S(=O)(=O)N2CCC(C(=O)NC3CCCCC3)CC2)cc1)c1ccco1,90,5,0.0,-2,4,4,38*,-1.1,-8
N[C@@H](Cc1ccc(O)cc1)c1nnc([C@H](CC(=O)O)NC(=O)C2CCNCC2)o1,103,11,0.0,-11,2,2,-16,-3.1,1
COc1cccc(-c2c(C(=O)N/N=C/C3CC=CCC3)nnn2-c2nonc2N)c1 (centres undefined),105,-2,0.1,-3,2,-1,-11,-0.6,3
CCCCC/C(=N\NC(=O)Nc1ccccc1)c1ccccc1,93,-1,-0.1,6,1,-1,-8,-1.0,1
Cc1ccsc1C(=O)N1CCCC(N(C)Cc2ccccc2)C1 (centres undefined),97,9,0.0,21,5,7,2,0.7,1
CC(=O)Oc1ccccc1C(=O)O,104,-2,0.0,9,3,4,8,1.2,1
CCOC(=O)C1CCN(c2ccccc2CN2CCN(c3ccccc3OCC)CC2)CC1,93,-2,0.0,15,4,-1,0,-0.6,1
CCN(CC)c1ccc(-n2c(O)c(C=C3N=c4ccccc4=N3)sc2=S)cc1,91,4,-0.1,17,2,-2,4,3.3,3
CCc1ccc(/C(C)=N/NC(=O)CNC(=O)/C=C/c2ccco2)cc1,108,0,-0.1,1,10,34,7,-1.9,-7
CC(C)(C)OC(=O)N1CCC[C@H]1c1nnc(SCc2c(F)cccc2Cl)o1,96,-2,0.0,11,2,5,-5,-0.7,2
CC(C)C1Cc2c(sc(NC(=S)NC(=O)c3ccccc3)c2C#N)CO1 (centres undefined),104,-2,0.1,-4,2,0,-2,-2.0,-1
Cc1cc(NC(=O)c2ccccc2)sc1C,106,3,0.2,1,2,2,-15,-1.9,2
CCCOc1ccc(S(=O)(=O)NCc2ccc(OC)cc2)cc1,83,10,0.1,1,2,3,10,1.2,-5
CCC(Oc1cc(Cl)ccc1Cl)C(=O)NN1C(=O)C2C3CCC(C3=C(C)C)C2C1=O (centres undefined),92,6,-0.1,6,3,4,-7,0.7,-2
CCc1ccc(OCC(=O)NNC(=O)C2CCN(c3ncnc4sc(C)c(C)c34)CC2)cc1,100,6,-0.1,-14,3,-1,-4,-3.0,-3
COc1ccc(CCNC(=O)C2CCN(S(=O)(=O)c3cnc[nH]3)CC2)cc1OC,109,8,-0.1,4,4,2,2,1.2,-1
COC(=O)c1ccc(OCC(O)CN2CCC(C)CC2)cc1 (centres undefined),111,0,0.4,0,-1,-2,-7,0.5,0
CCCOc1cc(N(CC)CC)ccc1/C=C(/C#N)c1nc2ccc(C)cc2[nH]1,101,-42,0.7*,2,-48,-83,-1,-4.3,4
COc1cc(C(=O)OCC(=O)NC2CC2)cc(OC)c1OC,82,1,-0.2,-3,5,5,/,/,/
O=C(N/N=C/c1ccc(Cl)s1)c1ccccc1[N+](=O)[O-],96,2,-0.1,-9,6,5,-1,0.8,2
C/C=C(\C)CN1CCC(Oc2cc(C(=O)NC3CC3)ccc2OC)CC1,104,0,-0.1,-2,4,5,-1,-0.9,2
O=C(NCC(c1ccco1)N1CCc2ccccc21)C(=O)Nc1ccccc1F (centres undefined),95,16,0.0,12,3,3,12,-0.1,0
O=C(CN1CCN(S(=O)(=O)c2ccc(Br)cc2)CC1)Nc1ccc(F)cc1,107,4,0.0,-1,-1,-5,-13,-2.1,0
COc1cc(NC(=O)c2cc3sccc3n2C)cc(OC)c1,84,2,0.3,-1,5,10,-3,3.8,3
O=C(Nc1ccccc1OC(F)F)c1ccc(-n2cncn2)c([N+](=O)[O-])c1,94,0,0.1,-11,-9,-5,-3,0.9,-2
N#Cc1c(NC(=O)c2ccccc2)sc2c1CCC2,97,0,0.0,9,3,-4,-1,1.2,-1
